KOR beta-arrestin-1 – kappa opioid receptor blockers – cell-based, luminescence, uHTS (AID 1778); KOR beta-arrestin recruitment, luminescence, antagonist mode; higher % means a stronger effect; one-dose inhibition, % at 10 µM; IC50 in µM for titrated hits; 290,000 tested, 0.091% active; in the data active = inhibition above about 50%; also: strong numbers were not always called active
GPR55 LPI antagonism – GPR55 antagonists blocking LPI-driven arrestin recruitment, primary screen, imaging, U2OS, beta-arrestin-GFP, LPI agonist (AID 2013). 290,000 tested, 0.13% active. U2OS GPR55 beta-arrestin-GFP translocation imaging, LPI antagonism; higher % means a stronger effect. inhibition, % at 10 µM; hits with a dose series show IC50 in µM;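 active = spots per cell inhibited over 60%, with over 100 cells counted and total cytoplasm intensity under 500,000; inconclusive = wells with under 100 cells, flagged as likely toxic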;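 also: U2OS cells stably carrying GPR55 and arrestin-GFP stimulated by 5 µM LPI near EC80; imaged beta-arrestin-GFP aggregate spots per cell after agonist stimulation; plate controls were LPI-stimulated DMSO wells for no effect and DMSO wells without LPI for full effect; some results filed as inactive read as strong as hits; confirmed hits need IC50 under 10 µM and bright autofluorescent wells are also inconclusive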
GPR55 beta-arrestin – selective activators of receptor GPR55 – imaging, U2OS cells, beta-arrestin-GFP redistribution, primary screen (AID 1961). activation, % at 10 µM, or EC50 in µM where a hit was titrated. U2OS GPR55 beta-arrestin-GFP redistribution imaging; higher % means a stronger effect. 290,000 tested, 0.048% active;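 active = activation above 40% with more than 50 cells counted in the well; inconclusive = wells holding fewer than 50 cells, flagged as toxic or sparse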;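 also: U2OS osteosarcoma cells stably expressing GPR55 and beta-arrestin-GFP; plate controls were DMSO negative control for no effect and LPI positive control for full effect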
UTI89 phage lysis – inhibition of K1F phage lysis, E. coli UTI89, bacterial capsule biogenesis inhibitors, alamar blue (AID 488966); E. coli UTI89 K1F phage lysis, alamar blue, 2 h; higher % means a stronger effect; inhibition, % at 100 µM; hits with a dose series show IC50 in µM; 340,000 tested, 0.02% active;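 active = phage lysis inhibition, versus mean bacterial control, above a set limit; inconclusive = no clear call, values can overlap the other calls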;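 also: capsule biogenesis inhibitors block K1F phage lysis so surviving cells raise fluorescence; higher fluorescence means more inhibition of phage lysis; actives were called in the ten point dose series up to 300 µM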
NTR1 ag – agonists of NTR1, primary screen, imaging, U2OS cells, beta-arrestin-GFP, high content (AID 493036). 330,000 tested, 0.17% active. activation, % at 20 µM. P30989. NTR1-U2OS beta-arrestin-GFP spot imaging, agonist mode;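 active = activation at or above 40% of the spot to cytoplasm intensity ratio, with at least 20 cells analyzed; inconclusive = wells under 20 cells, flagged as cytotoxic or low count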;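 also: 0% = DMSO without peptide and 100% = 100 nM NTR1 peptide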
Target sequence (P30989 whole entry, looked up): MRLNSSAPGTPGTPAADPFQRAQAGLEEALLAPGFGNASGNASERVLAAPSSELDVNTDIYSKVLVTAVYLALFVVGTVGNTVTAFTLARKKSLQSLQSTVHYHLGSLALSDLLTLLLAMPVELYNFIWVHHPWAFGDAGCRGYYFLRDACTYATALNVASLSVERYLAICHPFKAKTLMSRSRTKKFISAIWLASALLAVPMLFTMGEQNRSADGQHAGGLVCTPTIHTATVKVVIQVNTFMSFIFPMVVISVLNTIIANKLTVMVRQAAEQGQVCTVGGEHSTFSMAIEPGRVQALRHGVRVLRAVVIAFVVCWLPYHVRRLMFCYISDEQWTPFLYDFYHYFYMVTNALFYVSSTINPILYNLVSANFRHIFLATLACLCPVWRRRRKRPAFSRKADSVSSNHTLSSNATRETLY
NOD1 NF-kB reporter – NOD1 signaling inhibitors, primary screen, cell-based, luminescence, uHTS (AID 1578). NOD1-driven NF-kB luciferase reporter cells, luminescence; higher % means a stronger effect. 290,000 tested, 1% active. inhibition, % at 4 µM; hits with a dose series show EC50 in µM; in the data active = inhibition mostly above about 36%, no sharp cut-off; inactive = mostly below about 34%;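 also: HEK-293T reporter cells stimulated with the NOD1 agonist gamma-tri-DAP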
GPR35 antagonists – GPR35 antagonists blocking zaprinast-driven arrestin recruitment, primary screen, imaging, U2OS, beta-arrestin-GFP, zaprinast agonist (AID 2058); U2OS GPR35 beta-arrestin-GFP translocation imaging, zaprinast antagonism; higher % means a stronger effect; inhibition, % at 10 µM, or IC50 in µM where a hit was titrated; 290,000 tested, 0.052% active;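 active = inhibition of at least 50% with at least 30 cells and total cytoplasm GFP at most 10,000,000; inconclusive = under 30 cells or total GFP of 10,000,000 plus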
Rac1 GTP hydrolysis – MgcRacGAP GTPase-activating activity inhibitors, confirmation, biochemical, ADP Hunter fluorescence. 340,000 tested, 0.6% active. MgcRacGAP-stimulated Rac1 GTP hydrolysis, ADP Hunter fluorescence; higher % means a stronger effect; GST-tagged Rac1 F28L mutant substrate. inhibition, % at 30 µM; hits with a dose series show IC50 in µM;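 active = first-screen hits whose inhibition reached a set limit at any dose in the follow-up dose series; inconclusive = inhibition above the set first-screen limit but never retested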;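 also: fluorescence reports GDP produced by GAP-driven GTP hydrolysis; strong numbers were not always called active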
KOR beta-arrestin-2 – KOR agonists, beta-arrestin recruitment, primary screen, cell-based, luminescence, uHTS (AID 1777); KOR beta-arrestin recruitment, luminescence; higher % means a stronger effect; one-dose activation, % at 10 µM; EC50 in µM for titrated hits; 280,000 tested, 0.02% active; in the data active = activation above about 50%, passing the limit was not always enough; also: a part of the inactive calls stands beside numbers as strong as those of hits
NTR1 ag cell count 20 µM – second read-out of NTR1 ag, no call of its own (marks repeat the call); cell count; measured here: cell count, cytotoxicity flag
* marks the source's active call; other numbers are inactive results; ? = inconclusive; . = no result given; [ ] = dose if it differs, or a comment. Not all compounds are listed, so the mix of outcomes need not match the whole.

SMILES	KOR beta-arrestin-1	GPR55 LPI antagonism	GPR55 beta-arrestin	UTI89 phage lysis	NTR1 ag	NTR1 ag cell count 20 µM	NOD1 NF-kB reporter	GPR35 antagonists	Rac1 GTP hydrolysis	KOR beta-arrestin-2
COC(=O)c1c(C)[nH]c(C(=O)COC(=O)Cc2ccc3c(c2)OCCO3)c1C	14.4%	.	-0.2%	0.0%	-1.8	47	10.3%	12.0%	6.3%	-5.2%
CCCCC(=O)Nc1ccc2c(c1)nc(CCN1CCN(C)CC1)n2C	1.1%	-0.3%	-0.1%	-2.7%	-0.1	48	-4.2%	4.1%	6.4%	2.6%
Cc1nnc2c(NC3CCCC3)nc3ccccc3n12	19.7%	2.2%	0.0%	1.4%	4.5	44	-20.9%	-3.3%	0.5%	-0.8%
COc1ccc(NC(=O)CCSc2nc(C)cs2)cc1	-38.5%	-1.9%	-0.1%	1.2%	-0.8	54	-31.9%	-13.0%	10.4%	5.1%
COc1ccc(Nc2ncc3c(n2)CC(c2ccc(OC)cc2)CC3=O)cc1 (stereo not given)	-1.0%	5.6%	-0.1%	-0.1%	1.3	46	-49.4%	-7.7%	14.3%	-4.4%
COc1ccc(Cn2c(C)c(C)c(C#N)c2NC(=O)Nc2ccccc2)cc1	22.5%	23.4%	-0.1%	-0.1%	0.6	65	-45.9%	13.7%	5.0%	-3.2%
CCOC(=O)C1(Cc2cccc(Cl)c2)CCCN(C(=O)CCC(=O)N(C)C)C1 (stereo not given)	-5.8%	10.8%	0.0%	0.2%	-0.4	77	-22.2%	7.2%	3.5%	-4.4%
O=S(=O)(NCc1ccccc1)c1ccc(NC(=S)NCc2ccco2)cc1	12.9%[20 µM]	10.2%	-0.2%	-1.4%	3.1	47	16.9%	2.2%	27.3%	-0.6%
COc1cc(C(=S)N2CCCCC2)ccc1O	-68.8%	16.7%	-0.1%	1.7%	-0.2	31	1.1%	2.9%	13.6%	5.3%
CCCCC(CC)CNC(=O)C(Cc1ccccc1)NS(=O)(=O)c1ccc2c(c1)CCC(=O)N2 (stereo not given)	28.2%	1.1%	0.0%	-0.1%	2.4	66	-2.8%	-1.6%	6.2%	-1.9%
COc1ccc(OCc2nnc(NC(=O)Nc3ccccc3F)s2)cc1	-1.5%	-0.1%	0.0%	0.3%	2.0	54	-6.6%	4.2%	5.5%	5.2%
CC(=O)CC(=O)Nc1ncccn1	-9.7%	-1.6%	0.0%	-0.7%	1.5	89	-57.0%	-3.6%	6.9%	-4.0%
CC(C)(C)OC(=O)N1CCC(C(=O)N2CCC[C@H]2C(=O)O)CC1	-17.2%	5.4%	0.2%	1.7%	0.5	72	-17.1%	11.2%	4.0%	2.7%
CC(=O)NC(Nc1c(C)n(C)n(-c2ccccc2)c1=O)C(Cl)(Cl)Cl (stereo not given)	-8.2%	4.2%	3.2%	-0.6%	0.1	43	-23.2%	8.0%	40.3%	-1.8%
COCCCn1c(SCC(=O)c2ccccc2)nc2ccccc2c1=O	16.7%	3.4%	-0.5%	-0.4%	3.1	37	-22.8%	11.4%	-13.5%	-1.8%
COc1cccc(CNC(=O)c2cc(S(=O)(=O)N3CCCCC3)c[nH]2)c1	-2.4%[20 µM]	-6.4%	0.8%	-1.4%	-0.9	53	-1.2%	2.1%	2.9%	-2.2%
Cc1cc(SCCOc2ccc(Br)cc2)nc(N)n1	-43.3%	8.6%	0.1%	1.0%	4.0	53	-14.7%	4.3%	5.0%	4.4%
COC(=O)c1ccccc1C(=O)c1ccc2c(c1)NC(=O)CO2	1.5%	14.3%	0.1%	0.0%	0.9	55	-19.0%	-1.4%	9.2%	-9.4%
CC(=O)c1ccc(OCC(O)CN2CCN(Cc3ccccc3)CC2)cc1 (stereo not given)	-33.8%	-8.4%	0.4%	4.6%	-0.3	58	0.9%	-3.3%	3.3%	-2.0%
COc1ccc(NC(=O)NC2(C(=O)N3CCCC3)CCCCC2)cc1	-51.8%	-2.4%	0.2%	0.1%	-1.7	50	0.9%	-1.2%	-2.2%	-3.8%
Cn1c(COc2nnc(-c3ccc(Cl)cc3)c3ccccc23)nc2ccccc21	28.5%	8.7%	-0.2%	4.9%	8.7	47	.	-0.8%	0.8%	-3.7%
CCCS(=O)(=O)N1CCN(C(=O)CCC2CCCC2)CC1	-49.6%	0.5%	-0.1%	3.7%	-5.1	76	-1.0%	14.0%	5.3%	-7.1%
O=C(N/N=C/c1ccc(N2CCCCC2)o1)c1ccccc1	-11.1%	-1.0%	0.3%	-1.0%	.	.	-9.2%	-5.4%	3.6%	5.4%
CCn1c2ccccc2c2cc(NC(=O)COc3ccccc3)ccc21	-35.9%	1.1%	0.0%	-2.6%	9.5	51	-6.8%	-5.4%	0.0%	1.0%
CCOC(=O)CSc1nnc(C)n1N	4.8%	0.0%	0.3%	0.3%	-0.2	58	-7.0%	2.2%	8.0%	-9.3%
COc1ccc(C(=O)NCc2cn3c(C)csc3n2)cc1OC	14.9%	7.7%	-0.1%	4.1%	-0.5	54	-16.8%	-0.5%	4.8%	-5.4%
CCCSCCCNC(=O)Cn1c(=O)c2cccn2c2ccccc21	-4.4%	3.4%	0.4%	0.0%	-0.6	84	-0.1%	-1.3%	9.4%	-3.5%
O=C(c1ccc(F)cc1)C1CCN(C(=O)c2ccncc2)CC1	-10.4%	19.5%	0.5%	-0.5%	0.3	50	6.8%	1.4%	2.0%	1.0%
Cc1nc2cncc(Br)c2n1C	-11.9%	11.5%	-0.1%	-0.7%[50 µM]	-0.7	59	-11.3%	-10.3%	8.4%	-9.3%
COc1ccccc1CNS(=O)(=O)c1ccc2c(c1)NC(=O)CS2	-5.0%	-15.6%	0.1%	0.1%	-1.3	43	0.0%	-0.9%	8.7%	10.1%
C[C@]12CC[C@@H]3c4cc(O)c(O)cc4CC[C@H]3[C@@H]1CC[C@@H]2O	-34.4%	4.9%	-0.1%	-8.4%	1.0	77	-1.0%	-6.7%	-38.7%	0.7%
CCn1c(=O)c(=O)[nH]c2cc(C(=O)NC3CC3)ccc21	6.4%	14.3%	0.1%	1.4%[50 µM]	-1.2	60	-19.8%	10.6%	2.0%	1.6%
CCOC(=O)N1CCC(NCCNC(=O)c2cccs2)CC1	5.8%	7.8%	0.2%	-0.6%	0.4	81	-23.6%	7.1%	4.0%	-7.1%
Cc1cccc(C)c1NC(=O)COC(=O)c1cccc2c1C(=O)c1ccccc1C2=O	3.2%	2.2%	-0.1%	2.9%	6.9	60	-25.9%	11.4%	9.5%	-2.3%
CC(=O)c1cccc(NC(=O)C2CCCN(S(=O)(=O)c3cccc4nonc34)C2)c1 (stereo not given)	-30.8%	7.2%	-0.1%	-0.1%	0.3	64	14.5%	14.4%	0.8%	2.6%
CC(=O)NNc1[nH]c2c(c(=O)c1[N+](=O)[O-])c(=O)n(C)c(=O)n2C	-8.0%[20 µM]	15.0%	0.0%	0.3%	-0.9	86	-5.8%	-2.7%	-2.7%	-13.3%
Cc1ccc(SCCC(=O)NCc2ccco2)cc1	8.3%	3.0%	-0.4%	0.4%	-0.4	61	-20.8%	-0.9%	16.3%	-4.3%
CCOc1ccc2nc(C(=O)N3CCCC(C)C3)sc2c1 (stereo not given)	-24.8%	17.8%	-0.3%	4.1%	-1.9	51	-9.8%	.	6.5%	5.0%
CC(C)c1ccc(/C=N/NC(=O)c2cc(-c3cccc([N+](=O)[O-])c3)n[nH]2)cc1	13.6%	1.7%	-0.1%	0.4%	1.5	41	-4.5%	17.6%	6.8%	4.1%
CN(C)c1nc(SCc2ccc(Cl)cc2)nc2c1CCCC2	-17.0%	13.6%	-0.1%	1.1%	6.6	35	-8.8%	10.7%	15.0%	-3.1%
Clc1ccc2scc(CN3CCCCC3)c2c1	-12.3%	25.6%	-0.1%	0.4%	0.2	58	-10.3%	5.2%	3.2%	-0.2%
C=CCn1ccc(=NC=C(C#N)C#N)c2ccccc21	-13.3%	-11.4%	0.2%	-1.7%	0.0	52	-10.4%	-14.7%	-0.1%	-1.0%
COc1ccc(NC(C#N)c2ccccc2OCc2ccccc2)cc1 (stereo not given)	-12.7%	-14.7%	-0.2%	0.0%	1.8	73	-38.7%	1.8%	15.5%	1.4%
Cc1oc(-c2ccccc2)nc1C(=O)N1CCN(c2ccc(F)cc2)CC1	-49.5%	4.1%	0.2%	0.0%	0.1	49	-38.3%	-5.3%	6.3%	3.0%
Cc1nnnn1/C(=C\c1ccccc1)C(=O)OCC(=O)N1CC2(C)CC1CC(C)(C)C2 (stereo not given)	-9.2%	-4.7%	74.3%*	-0.1%	11.4	91	20.3%	-9.3%	17.6%	3.5%

Continued, overlapping the part above by 2 compounds.
SMILES	KOR beta-arrestin-1	GPR55 LPI antagonism	GPR55 beta-arrestin	UTI89 phage lysis	NTR1 ag	NTR1 ag cell count 20 µM	NOD1 NF-kB reporter	GPR35 antagonists	Rac1 GTP hydrolysis	KOR beta-arrestin-2
Cc1oc(-c2ccccc2)nc1C(=O)N1CCN(c2ccc(F)cc2)CC1	-49.5%	4.1%	0.2%	0.0%	0.1	49	-38.3%	-5.3%	6.3%	3.0%
Cc1nnnn1/C(=C\c1ccccc1)C(=O)OCC(=O)N1CC2(C)CC1CC(C)(C)C2 (stereo not given)	-9.2%	-4.7%	74.3%*	-0.1%	11.4	91	20.3%	-9.3%	17.6%	3.5%
Nc1nc(Cl)cc(Oc2ccc(Cl)cc2)n1	-4.9%	0.4%	0.1%	-0.3%	0.7	33	-12.3%	27.1%	4.6%	2.8%
COCCn1c(SCC(=O)N(C)C2CCS(=O)(=O)C2)nc2ccccc2c1=O (stereo not given)	-42.5%[20 µM]	-1.3%	-0.1%	0.1%	0.8	51	-28.5%	?	3.0%	-5.4%
C=CCn1c(SCC(=O)Nc2ccc(S(N)(=O)=O)cc2)nnc1-c1cnccn1	20.0%	13.5%	0.3%	-0.2%	1.5	52	-8.4%	0.6%	-3.4%	2.8%
Cc1ccc(S(=O)(=O)N2Cc3ccccc3CC2C(=O)Nc2cc(C)on2)cc1 (stereo not given)	6.3%	9.5%	-0.2%	0.2%	2.5	48	-10.5%	2.5%	9.4%	4.1%
O=C(COc1ccc(/C=C2/NC(=O)NC2=O)cc1)Nc1ccc(F)cc1	1.6%	10.2%	-0.1%	1.2%[50 µM]	0.6	64	-14.0%	4.4%	-0.3%	0.1%
Nc1nnn(Cc2ccccc2)n1	0.5%	-17.0%	-0.1%	-0.1%	-1.3	27	-11.1%	3.8%	8.5%	-0.2%

Screening results from PubChem BioAssay.
